Assay outcomes as filed in PubChem.
KCNQ1 act: potentiators or activators of KCNQ1 channel, primary screen, cell-based, thallium flux, high-throughput; AID 2648, 2010; Potassium voltage-gated channel subfamily KQT member 1 (Homo sapiens), P51787; CHO-K1 KCNQ1, thallium flux FluxOR fluorescence; stronger effect = higher value; B-score at 10 µM; 0.35% of 310,000 active;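 active means fluorescence ratio B-score, a plate-corrected score, at least three library SD, with initial intensity B-score within 5 SD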
Target sequence (P51787 whole entry, looked up): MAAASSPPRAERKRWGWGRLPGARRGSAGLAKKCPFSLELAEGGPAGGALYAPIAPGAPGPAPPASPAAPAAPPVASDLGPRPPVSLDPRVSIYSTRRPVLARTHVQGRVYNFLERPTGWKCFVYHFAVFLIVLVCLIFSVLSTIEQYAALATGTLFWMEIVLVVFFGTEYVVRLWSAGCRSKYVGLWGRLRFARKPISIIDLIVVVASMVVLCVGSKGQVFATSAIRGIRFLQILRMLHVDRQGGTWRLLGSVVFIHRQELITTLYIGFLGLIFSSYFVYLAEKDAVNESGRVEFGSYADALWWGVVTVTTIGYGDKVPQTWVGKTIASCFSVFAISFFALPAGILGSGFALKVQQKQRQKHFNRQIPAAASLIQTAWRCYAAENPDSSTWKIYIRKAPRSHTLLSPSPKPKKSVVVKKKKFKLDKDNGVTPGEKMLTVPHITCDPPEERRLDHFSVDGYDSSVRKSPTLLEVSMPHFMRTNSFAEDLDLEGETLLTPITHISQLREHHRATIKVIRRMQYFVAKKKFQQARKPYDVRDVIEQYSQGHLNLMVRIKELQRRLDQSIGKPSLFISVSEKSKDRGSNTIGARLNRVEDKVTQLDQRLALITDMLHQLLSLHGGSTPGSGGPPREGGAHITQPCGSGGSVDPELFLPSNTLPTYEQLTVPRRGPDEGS
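Assay system: CHO-K1 cells stably expressing KCNQ1. Medium: assay buffer for compound exposure, DMSO matched across wells. Timing: 37 °C overnight plating, 90-min dark dye load, 20-min compound pretreatment. Signal: kinetic FluxOR fluorescence, 10 s baseline plus 110 s post-stimulus.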
DYRK1A inh: rat Dyrk1A kinase inhibitors, primary screen, biochemical, single point, plate reader; ADP-Glo luminescence, NFATc1 peptide; inhibition, % at 12.5 µM; 0.43% of 310,000 active; AID 504441, 2011; in the data active means inhibition above about 50%;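 further: plate controls were vehicle with enzyme for no effect and no enzyme for full effect; many of its hits are not listed in these tables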
KCNK9 block: KCNK9 potassium channel inhibitors, primary screen, HEK293 cells, thallium flux | B-score at 10 µM | Potassium channel subfamily K member 9 (Homo sapiens), Q9NPC2 | 1.2% of 310,000 active | FluxOR thallium flux fluorescence; stronger effect = lower value;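 active means ratio B-score over 3 SD below the library mean, with starting fluorescence within 5 SD of its mean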;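 further: negative B-score means less thallium flux so channel inhibition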
HDAC3 inh: HDAC3 deacetylase inhibitors, primary screen, biochemical, fluorescence, cell-free homogeneous; Histone deacetylase 3 (Homo sapiens), O15379; recombinant HDAC3, fluorogenic peptide/trypsin coupled; inhibition, % at 8.3 µM; 0.15% of 320,000 active; AID 2718, 2010; in the data active means inhibition above about 26%, passing the limit was not always enough
hERG rescue: hERG rescue from dofetilide block, primary screen, cell-based, CHO-hERG, FluxOR thallium flux, dofetilide IC70; activation (rescue from dofetilide block), less the hit threshold, % at 10 µM; AID 1511, 2009; Voltage-gated inwardly rectifying potassium channel KCNH2 (Homo sapiens), Q12809; dofetilide IC70 present; 0.51% of 310,000 active;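 active means activation above the mean of controls blocked by dofetilide plus 5 SD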;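 further: thallium influx through hERG after potassium depolarization seen as dye fluorescence rise; in these data hits start at about 4.7%; inactives centre near -7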
GSK3A inh: blockers of GSK3A enzyme activity – biochemical, luminescence, cell-free homogeneous, HTS, primary screen; inhibition, % at 10 µM; GSK-3 alpha kinase, ADP-Glo luminescence, 60 min; 0.1% of 320,000 active; Glycogen synthase kinase-3 alpha (Homo sapiens), P49840; AID 2650, 2010;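 in the data active means inhibition above about 50%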;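 further: GST-tagged GSK-3 alpha with peptide substrate and 25 µM ATP; 0% = DMSO neutral wells and 100% = GW8510 positive control wells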
RGS4 pot: RGS4 potentiators or activators, primary screen, cell-based, HEK293 M3R inducible RGS4, calcium flux. carbachol calcium flux Fluo4; stronger effect = lower value. B-score at 10 µM. 0.92% of 310,000 active. AID 463111, 2010;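 active means B-score of the integrated calcium signal more than 4 SD below the library mean, with starting fluorescence not abnormally high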;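 further: negative B-score means reduced calcium response which marks RGS4 activation or potentiation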
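Assay system: HEK293 FlpIn-TREx cells, stable M3R, doxycycline-inducible RGS4 / Probe or stimulus: carbachol, ECmax concentration / Times: overnight RGS4 induction, 30 min dye load 37 °C, 20 min compound RT / Signal: kinetic calcium fluorescence imaging with Fluo4-AM dye, 2 µM / Measure: Agonist-evoked peak-minus-minimum fluorescence over baseline, integrated ratio, B score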
GSK3beta inhib: human GSK3beta kinase inhibitors, primary screen, biochemical, cell-free homogeneous, HTS; Glycogen synthase kinase-3 beta (Homo sapiens), P49841; GST-GSK3beta kinase, ADP-Glo luminescence, 60 min; stronger effect = lower value; activity score (negative = inhibition), % at 10 µM; 0.038% of 300,000 active; AID 2097, 2009;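 active means more than half of replicate wells score below -50%, meaning over 50% inhibition versus plate controls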;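 further: 0% = median DMSO wells and -100% = median GW8510 positive control wells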
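Test system: GST-fused GSK3beta enzyme, cell-free | Quantity: 1.6 ng GST-GSK3beta enzyme per well | Reagent: 25 µM ATP with peptide substrate | Schedule: 60 min enzyme reaction, room temperature | Signal: Luminescent ADP-Glo measurement of ADP formed | Read-out basis: Score relative to plate controls | Control set: DMSO and 20 µM GW8510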
KCNQ1 block: inhibitors of human KCNQ1 channel, primary screen, cell-based, thallium flux, high-throughput | 1.3% of 310,000 active | AID 2642, 2010 | B-score at 10 µM | Potassium voltage-gated channel subfamily KQT member 1 (Homo sapiens), P51787 | CHO-K1 KCNQ1, FluxOR thallium flux fluorescence; stronger effect = higher value;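 active means compounds whose thallium flux B-score, printed positive for inhibition, exceeds three library SD while starting fluorescence stays within three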;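 further: channel opened by potassium depolarization with thallium stimulus after 20 min compound exposure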
PolyA inhibitor: polyadenylation inhibitors in yeast reporter cells, primary screen, luminescence, S. cerevisiae. calls only at 12 µM. S. cerevisiae SKY197-pL101 polyadenylation reporter, beta-gal luminescence; efflux-impaired pdr1/pdr3 knockout yeast; score 100 = 6 SD above DMSO. 0.02% of 300,000 active;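 active means lowest replicate activity score at least 50, where 100 means six control SD above control mean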;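 further: yeast exposed to compound for 9 h at 30 °C; higher score means more reporter readthrough which indicates perturbed polyadenylation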
KCNK3 block: human KCNK3 channel inhibitors, primary screen, CHO cells, FluxOR thallium flux, B-score. 0.84% of 340,000 active. B-score at 10 µM. FluxOR fluorescence; stronger effect = lower value;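 active means B-score under library mean minus 4 SD, starting fluorescence ratio at most library mean plus 5 SD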;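 further: more negative B-score means stronger inhibition of thallium flux through KCNK3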
Target sequence (O14649 whole entry, looked up): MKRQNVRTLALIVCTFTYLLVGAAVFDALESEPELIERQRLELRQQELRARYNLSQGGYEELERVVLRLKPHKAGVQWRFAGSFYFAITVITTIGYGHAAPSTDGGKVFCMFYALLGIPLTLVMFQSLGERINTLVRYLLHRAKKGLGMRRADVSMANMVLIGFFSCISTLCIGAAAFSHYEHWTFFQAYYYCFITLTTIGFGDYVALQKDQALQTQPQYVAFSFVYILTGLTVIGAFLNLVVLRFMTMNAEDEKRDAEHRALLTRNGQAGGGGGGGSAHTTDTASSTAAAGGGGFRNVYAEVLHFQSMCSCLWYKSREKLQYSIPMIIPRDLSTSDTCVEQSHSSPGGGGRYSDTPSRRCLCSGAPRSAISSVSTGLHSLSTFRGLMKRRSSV
The depositor's hits bear a star; i = inactive; · = no result given.

SMILES	KCNQ1 act	DYRK1A inh	KCNK9 block	HDAC3 inh	hERG rescue	GSK3A inh	RGS4 pot	GSK3beta inhib	KCNQ1 block	PolyA inhibitor	KCNK3 block
CC1CN(C(=O)c2ccc(NS(=O)(=O)c3ccc(C(C)(C)C)cc3)cc2)CC(C)O1 (configuration not stated)	i	16.0	i	·	-6.7	·	i	-3.2	i	i	i
Cc1ccc(C(=O)Nn2c(C)nc3ccccc3c2=O)cc1C	i	4.7	i	-1.6	-3.0	-2.4	i	2.5	i	i	i
Cc1cccc2cc(CN(Cc3ccco3)S(=O)(=O)c3ccc4c(c3)OCCO4)c(=O)[nH]c12	i	3.7	i	-4.1	-11.0	-1.5	i	-0.1	i	i	i
Cc1ccc2ncnc(NCCCN3CCOCC3)c2c1	i	-3.4	i	-0.7	-5.7	-1.2	i	3.0	i	i	i
CCCOc1ccc(-c2nc(SCc3ccccc3)[nH]c(=O)c2C#N)cc1OC	i	-0.8	i	0.5	-3.9	-1.2	i	1.0	i	i	i
Cc1ccc(Sc2ncccc2O)cc1	i	7.6	i	5.0	-7.6	-2.2	i	3.0	i	i	i
CCc1ccc(NC(=O)[C@H](C)NC(=O)C2CCN(C(=O)[C@@H](N)Cc3ccccc3)CC2)cc1	i	5.5	i	-3.2	-1.7	-2.7	i	-0.4	i	i	i
Nn1c(SCC(=O)N2CCOCC2)nnc1-c1ccccc1Cl	i	-2.2	i	-2.7	-6.3	1.0	i	2.1	i	i	i
O=C(Nc1cccc(-c2nc3ccccc3s2)c1)c1cc(-n2cnnc2)ccc1Cl	i	·	i	·	-18.2	-5.1	-8.27*	2.3	6*	i	i
CN1C(=S)N2CCCN2C1c1ccccc1 (configuration not stated)	i	-8.6	i	-2.3	-9.5	-0.6	i	-1.8	i	i	i
Cc1c(/C=N/NC(=O)c2cc(C(C)(C)C)[nH]n2)c2ccccc2n1C	i	-0.4	i	-1.5	-6.0	1.3	i	4.2	i	i	i
COc1ccc(N2Cc3ccccc3C2=NC(=O)c2ccc(C)cc2)cc1OC	i	-3.8	i	-2.0	0.5	-2.4	i	1.2	i	i	i
NNC(=O)/C(=N/Nc1ccccc1)S(=O)(=O)c1ccc(Cl)cc1	i	-6.9	i	-0.5	-10.5	1.7	i	1.2	i	i	i
Cc1ccc(NC(=O)c2cnccn2)c(C)c1	i	4.6	i	-7.0	-9.6	-1.6	i	-5.4	i	i	i
O=C(O)/C=C/C(=O)Nc1nc(-c2ccc3ccccc3c2)cs1	i	8.4	i	-4.8	-1.3	-9.5	i	2.3	i	i	i
Cc1cc(C)cc(C(=O)NCc2ccc3c(c2)OCO3)c1	i	5.9	i	-0.6	-4.2	-2.7	i	1.0	i	i	i
COC(C(=O)Nc1ccc(S(=O)(=O)Nc2ccc(F)cc2)cc1)c1ccccc1 (configuration not stated)	i	-1.0	i	0.4	-7.1	0.0	i	-1.7	i	i	i
COC(=O)c1cc(Br)c(=O)n(-c2ccccc2OC)c1	i	4.0	i	-7.2	-5.5	-2.6	i	0.2	i	i	i
Cc1cc(-c2csc(N)n2)c(C)n1CCC(C)C	i	-4.6	i	-6.1	-8.1	0.0	i	-1.4	i	i	i
COCCNC(=O)Cn1cc(/C=C(\C#N)C(=O)NC2CC2)c2ccccc21	i	2.5	i	-0.5	-1.5	0.1	i	1.9	i	i	i
CCn1c(C)c(C(=O)O)c2cc(OC)c3ccccc3c21	i	5.2	i	-4.1	-5.8	11.0	i	0.8	i	i	i
Cc1cccc(OCC(=O)NCC(=O)N/N=C/c2cc(Br)ccc2OCc2ccccc2)c1	i	3.7	i	-4.7	-6.6	-2.4	i	3.5	i	i	i
CCN1CCN(C(=O)C2c3cc(OC)c(OC)cc3C(=O)N3CCc4ccccc4C23)CC1 (configuration not stated)	i	4.8	i	17.1	1.3	0.2	i	0.7	i	i	i
CNCC(=O)N(CC(C)C)c1c(N)n(CC(C)C)c(=O)[nH]c1=O	i	0.1	i	-0.3	-13.6	-1.7	i	-2.3	i	i	i
COC(=O)CSc1nc2ccccc2nc1SCC(=O)OC	i	-10.7	i	-5.8	-5.7	-0.4	i	3.7	i	i	i
Cc1cccc(Nc2nc(C)cc(C)n2)c1	i	·	i	1.3	-8.4	1.0	i	-4.2	i	i	i
Cc1cc(C)n(C(=O)CNC(=O)C(c2ccccc2)c2ccccc2)n1	i	0.7	i	4.3	-11.9	-4.0	i	1.6	i	i	i
CC(/C=N/N1CCN(Cc2ccccc2)CC1)=C\c1ccccc1	i	1.9	i	-3.1	-7.3	-3.1	i	4.0	i	i	i
CC1CC(C)CN(CCOc2ccccc2-c2ccccc2)C1 (configuration not stated)	i	-4.4	i	3.0	-11.4	-0.4	i	-1.1	i	i	i
CC(=O)C(Cc1cccc(F)c1)(Cc1cccc(F)c1)C(C)=O	i	12.0	i	4.5	-15.8	-2.1	i	-2.6	i	i	i
COc1cccc(OCCNC(=O)c2ccccc2Sc2ccccc2C#N)c1	i	-6.6	i	0.0	-14.5	-3.8	i	0.5	i	i	i
CCOC(=O)C1CCCN(C(=O)c2ccc3c(c2)OCO3)C1 (configuration not stated)	i	-0.3	i	6.0	-11.4	-2.0	i	-4.7	i	i	i
COc1ccccc1CCCNC(=O)C1CCC(=O)N(CCN2CCOCC2)C1 (configuration not stated)	i	-5.6	i	-2.1	-3.2	0.9	i	2.2	i	i	i
Cc1cccc(NC(=O)NCc2ccc3c(c2)cc(C)n3C)c1	i	2.6	i	-13.1	-11.1	0.3	i	-0.2	i	i	i
CCOC(=O)C1CC(c2ccccc2)=NNC1=O (configuration not stated)	i	-2.1	i	-8.7	-6.9	-0.5	i	-0.4	i	i	i
O=C(Cc1ccccc1)NCc1ccncc1	i	-9.7	i	4.9	-10.6	-4.4	i	-2.4	i	i	i
CC(NC(=O)c1ccccc1Cl)c1ccc(-n2ccnc2)cc1 (configuration not stated)	i	·	i	-2.1	-9.4	1.8	i	-0.1	i	i	i
Cc1ccccc1OCC(=O)Nc1ccc2[nH]ncc2c1	i	39.1	i	-6.7	-10.2	3.3	i	-6.0	i	i	i
O=C(O)C1CCCCC1C(=O)NCCc1cccc(Cl)c1 (configuration not stated)	i	2.7	i	-0.5	-11.8	-0.9	i	-3.3	i	·	i
COC(=O)c1ccc2c(=O)n(NC(=O)C(c3ccccc3)c3ccccc3)c(=S)[nH]c2c1	i	-5.5	i	-1.0	-10.3	9.6	i	-1.3	i	i	i
CCOC(=O)N1CCC(c2cc(=O)n3[nH]c(-c4ccccc4)cc3n2)CC1	i	11.6	i	1.1	-9.8	1.1	i	3.5	i	i	i
O=C1CCN(C(=O)/C=C/c2ccccc2)c2ccccc21	i	-3.9	i	22.9	-9.9	-0.6	i	3.8	i	i	i
COc1cc(OC)cc(C(=O)NCc2cc(C)nc3ccccc23)c1	i	-6.8	i	-0.2	-9.0	3.6	i	0.3	i	i	i
O=C(NCCCN1CCCC1=O)c1ccc(CNS(=O)(=O)c2ccc(F)cc2)cc1	i	-2.3	i	9.8	-4.4	0.6	i	0.0	i	i	i
Cc1cc(C)n2ncnc2n1	i	-5.3	i	0.2	-14.5	-3.7	i	-1.9	i	i	i
N=C(CC1CC(=O)NC(=O)C1)C1=C(O)CCCC1=O	i	12.6	i	-2.3	-0.1	-2.0	i	-0.4	i	i	i
COc1cccc(CNC(=O)C2CCCN(c3cnccn3)C2)c1 (configuration not stated)	i	9.4	i	-9.8	-3.9	-1.0	i	-0.7	i	i	i
Cn1c(C(=O)NCc2ccc3c(c2)OCO3)cc2sccc21	i	9.0	i	1.2	-11.6	5.0	i	-0.8	i	i	i
CN(C)Cc1ccccc1Sc1ccccc1Br	i	3.0	i	·	-3.9	·	i	1.6	i	i	i
NC(N)=NS(=O)(=O)c1ccc(NC(=S)Nc2ccc(F)cc2)cc1	i	-3.1	i	2.0	-3.5	-1.5	i	3.1	i	i	i

Filtered by structure, those above with a COOH group
SMILES	KCNQ1 act	DYRK1A inh	KCNK9 block	HDAC3 inh	hERG rescue	GSK3A inh	RGS4 pot	GSK3beta inhib	KCNQ1 block	PolyA inhibitor	KCNK3 block
O=C(O)/C=C/C(=O)Nc1nc(-c2ccc3ccccc3c2)cs1	i	8.4	i	-4.8	-1.3	-9.5	i	2.3	i	i	i
CCn1c(C)c(C(=O)O)c2cc(OC)c3ccccc3c21	i	5.2	i	-4.1	-5.8	11.0	i	0.8	i	i	i
O=C(O)C1CCCCC1C(=O)NCCc1cccc(Cl)c1 (configuration not stated)	i	2.7	i	-0.5	-11.8	-0.9	i	-3.3	i	·	i

Other compounds follow:
SMILES	KCNQ1 act	DYRK1A inh	KCNK9 block	HDAC3 inh	hERG rescue	GSK3A inh	RGS4 pot	GSK3beta inhib	KCNQ1 block	PolyA inhibitor	KCNK3 block
Cc1ccc(C)c(CN2C(=O)CSc3ccc(C(=O)NCC(C)CN4CCC(C)CC4)cc32)c1 (configuration not stated)	i	-7.7	i	0.8	-15.0	0.2	i	-3.2	i	i	i
Cn1nnnc1SCC(=O)Nc1cccc(S(=O)(=O)N2CCCC2)c1	i	-1.9	i	-1.4	-6.2	-1.7	i	2.7	i	i	i
CC(C)CCN(C)C1CCN(S(=O)(=O)c2ccc(F)cc2)CC1	i	-2.4	i	-0.3	-6.6	2.8	i	2.5	i	i	i
Cc1ccccc1NC(=O)CN1C(=O)S/C(=C\c2ccc(-c3cc(C(=O)O)ccc3C)o2)C1=O	i	0.9	i	·	0.3	·	i	0.2	i	i	i

This is a subset; count on the stated rates, not on these rows.
